# Screening results: PubChem, several laboratories
# ASAP1 inh – blocks human ASAP1-stimulated Arf1 GTP hydrolysis. Q9ULH1. GDP FP detection. inhibition, % at 16.5 µM. actives 0.19% (n = 360,000); in the data active = inhibition above about 25%;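 also: 0% = vehicle with enzyme and substrate and 100% = no enzyme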
# HGIII-sPLA2 inh – Inhibits HGIII-sPLA2 liposome hydrolysis, primary screen | Q9NZ20 | QFRET BODIPY PC-A2 liposome hydrolysis, fluorescence | inhibition, % at 12.2 µM | actives 0.56% (n = 370,000);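 active = inhibition above mean plus 3 SD of compounds lying within the high and low control bounds, cut at about 19% in these data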;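 also: 0% = median of test compound wells and 100% = no enzyme DMSO wells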
# Target sequence (Q9NZ20 whole entry, looked up): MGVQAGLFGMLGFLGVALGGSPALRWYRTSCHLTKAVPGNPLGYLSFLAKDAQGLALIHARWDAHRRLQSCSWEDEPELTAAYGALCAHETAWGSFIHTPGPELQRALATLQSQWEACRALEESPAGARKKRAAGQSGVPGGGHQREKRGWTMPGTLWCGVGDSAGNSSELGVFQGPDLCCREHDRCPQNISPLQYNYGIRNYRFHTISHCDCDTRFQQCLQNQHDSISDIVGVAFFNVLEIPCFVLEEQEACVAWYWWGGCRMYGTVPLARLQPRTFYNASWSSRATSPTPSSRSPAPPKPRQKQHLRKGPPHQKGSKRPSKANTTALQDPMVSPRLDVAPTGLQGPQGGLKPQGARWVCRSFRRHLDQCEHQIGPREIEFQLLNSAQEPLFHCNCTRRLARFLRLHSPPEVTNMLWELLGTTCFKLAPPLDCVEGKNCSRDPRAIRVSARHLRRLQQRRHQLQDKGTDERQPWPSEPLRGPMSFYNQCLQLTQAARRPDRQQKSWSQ
# rCAG RNA binder – r(CAG) repeat RNA binding. AID 651821. actives 1.3% (n = 370,000). TO-PRO-1 dye displacement fluorescence. inhibition, % at 3 µM;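 active = inhibition above the plate cutoff, the mean of all test compounds on that plate plus 3 SD, cut at about 35% in these data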;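 also: 0% = DMSO alone and 100% = 100 µM mitoxantrone as full dye displacement; higher means more dye released from RNA so lower well fluorescence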
# ADAM10 inh – ADAM10 inhibition, QFRET primary screen. O14672. recombinant ADAM10, EDANS/DABCYL FRET peptide cleavage, 3 h. inhibition, % at 7 µM. actives 0.62% (n = 370,000). AID 720582;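 active = inhibition above a per-campaign cutoff equal to the mean of compounds falling between control-based bounds plus 3 SD, cut at about 20% in these data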;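 also: 0% = DMSO wells while the 100% control is not disclosed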
# Target sequence (O14672 214-748 limits assumed): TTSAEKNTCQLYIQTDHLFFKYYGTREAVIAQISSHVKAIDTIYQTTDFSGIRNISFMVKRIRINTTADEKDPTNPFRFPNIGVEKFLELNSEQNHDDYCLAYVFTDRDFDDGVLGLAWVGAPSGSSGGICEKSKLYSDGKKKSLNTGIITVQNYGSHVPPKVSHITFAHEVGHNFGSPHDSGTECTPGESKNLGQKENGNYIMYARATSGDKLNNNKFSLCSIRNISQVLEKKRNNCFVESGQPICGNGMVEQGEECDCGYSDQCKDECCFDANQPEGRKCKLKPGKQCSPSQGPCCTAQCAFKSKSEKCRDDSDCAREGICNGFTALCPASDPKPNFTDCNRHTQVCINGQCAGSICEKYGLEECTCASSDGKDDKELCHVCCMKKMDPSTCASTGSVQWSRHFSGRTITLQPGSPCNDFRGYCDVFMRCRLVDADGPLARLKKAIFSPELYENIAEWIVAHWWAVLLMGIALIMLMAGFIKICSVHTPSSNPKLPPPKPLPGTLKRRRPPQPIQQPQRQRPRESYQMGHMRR
# NPR1 activator – GC-A (human) enzyme activation; P16066; HEK293 GC-A cells, cGMP TR-FRET, EC30 ANP; 0% at EC30 ANP, 100% saturating ANP; activation, % at 10 µM; actives 0.14% (n = 370,000); in the data active = activation above about 40%
# ARFGAP1 inh – inhibitors of rat ARFGAP1; Q62848; Arfgap1-stimulated ARF1 GTP hydrolysis, GDP FP detection; inhibition, % at 16.5 µM; actives 0.26% (n = 360,000); AID 651572;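 active = inhibition above a per-plate limit, mean inhibition of low control wells plus 3 SD, cut at about 25% in these data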;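 also: 0% = DMSO wells with enzyme and 100% = wells lacking Arfgap1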
#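 Repeats: one replicate per compound; assay system: rat Arfgap1 catalytic domain, aa 1-136; times: enzyme reaction 120 min at 25 °C after 20 min preincubation; detection: FP of antibody-bound GDP Alexa 633 tracer, ex 620/em 688 nm; benchmarks: high control wells lacking Arfgap1, low control full reaction with DMSO; reagent: human ARF1(Δ1-17)-GTP substrate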
# DDE Tn6 FP inh – disrupts Tn6 cyclic peptide binding to fibrin D-Dimer-E complex; Fibrin DD(E) TRITC-Tn6 fluorescence polarization displacement; inhibition, % at 8.3 µM; actives 0.21% (n = 370,000); AID 720509;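 active = inhibition above a per-campaign cutoff: mean of compounds within control limits plus 3 SD, cut at about 15% in these data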;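 also: 0% = median of all compound wells on the plate and 100% = blocking peptide control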
# GC-B act – GC-B (human) receptor activation; actives 0.11% (n = 370,000); P20594; activation, % at 10 µM; HEK293-GC-B cells, CNP EC30, cGMP TR-FRET; 0% at EC30 CNP, 100% saturating CNP;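 active = activation at 10 µM reaching about 35% in either raw or pattern-adjusted values, limit read from the data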
# GAA850 FXN act – activators of GAA850 frataxin (FXN) promoter | HEK293 lucGAA850 FXN promoter luciferase reporter, 24 h; percent of 10 µM SAHA response | activation, % at 6 µM | actives 0.56% (n = 360,000);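 active = activation above the average of all compounds screened plus 3 SD, cutoff fixed separately per campaign, cut at about 7.5% in these data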;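 also: 0% = DMSO wells and 100% = 10 µM SAHA wells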
# proKLK7 act – activators of human kallikrein-7 zymogen | P49862 | purified proKLK7, EDANS-DABCYL substrate fluorescence; 100% is mature enzyme control, 0% vehicle | activation, % at 7 µM | actives 0.9% (n = 370,000) | AID 652039;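 active = activation above the mean of all tested compounds plus 3 SD, computed per campaign excluding outliers beyond control limits, cut at about 13% in these data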
# Numbers without * were called inactive; i = inactive; . = not tested or not shown; & = joins results of further samples.
SMILES,ASAP1 inh,HGIII-sPLA2 inh,rCAG RNA binder,ADAM10 inh,NPR1 activator,ARFGAP1 inh,DDE Tn6 FP inh,GC-B act,GAA850 FXN act,proKLK7 act
CC(C)CN(CC(C)C)CC(O)CN(c1ccccc1)S(=O)(=O)c1ccccc1[N+](=O)[O-] (stereo not drawn),2,1,-8,13,1,-11,-7,-4,2.4,0.8
COc1ccccc1N1CCN(C(=O)C2CCCN(S(=O)(=O)c3ccc(C)cc3)C2)CC1 (stereo not drawn),3,7,6,-16,2,-5,1,6,1.2,1.0
O=c1c(-c2ccco2)nc2ccccc2n1C(c1ccccn1)c1nc2ccccc2[nH]1 (stereo not drawn),-4,23*,24,-103,-5,-2,-9,-1,.,11
Cc1c(N=C/C=C2/N(C)c3ccccc3C2(C)C)c(=O)n(-c2ccccc2)n1C,4&7,13&1,0&-7,-15&-4,1&-3,8&8,5&8,-6&0,-2.0&-3.0,-0.7&0.3
Cc1cccc(N2CCN(C(=O)/C=C/c3ccco3)CC2)c1C,-8,13,11,-12,0,16,-2,-1,4.4,-0.2
CCOc1cc(C(=O)OCC(=O)Nc2cccc(S(=O)(=O)NC3=NCCCCC3)c2)cc(OCC)c1OCC,-6,-19,5,7,-4,-7,5,3,-0.2,-0.1
CC1CN(C(=O)CCC(=O)NCc2ccccc2Cl)c2ccccc2S1 (stereo not drawn),-1,-6,1,-2,-3,-3,0,-3,0.1,-0.4
CC(C)C[C@H](NC(=O)[C@@H]1O[C@H]1C(=O)O)C(=O)NCCCCN=C(N)N,8,1,3,3,3,5,5,-1,0.1,-0.3
O=S(=O)(NCC(c1ccco1)N1CCN(c2ccccc2)CC1)c1ccc(F)cc1 (stereo not drawn),0,-21,-3,8,-1,13,-5,-1,-2.0,-0.6
COc1ccc(NCc2nnc(SCC(=O)N3CCCc4ccccc43)o2)cc1,1,1,8,-7,4,15,1,-1,3.0,-0.5
COc1ccc(CCN=C(N)NS(=O)(=O)c2ccc(OC)c(OC)c2)cc1OC,-5,7,-3,-7,3,2,-12,3,1.2,0.2
CCOCCCNS(=O)(=O)c1ccc2c(c1)CCN2C(C)=O,-4,5,-2,4,0,6,-5,-1,-0.4,0.0
CC1=CC(C)(C)N2C(=O)C3(C(C#N)=C(N)Oc4cc(O)ccc43)c3cccc1c32 (stereo not drawn),20,-68,6,10,8,-7,-8,-11,-2.8,0.1
O=C(O)c1ccc(NC(C(=O)c2ccccc2)c2ccccc2)cc1 (stereo not drawn),1,12,2,-10,4,-4,1,1,2.3,-0.4
O=C(NCCN1CCOCC1)c1cccc(S(=O)(=O)N(Cc2ccccc2)c2ccccc2)c1,-2,-2,-8,-8,-2,2,-1,-1,0.1,-0.1
CCc1nnc(NC(=O)CSc2nccn2-c2cc(C)cc(C)c2)s1,10,1,2,-3,-4,0,0,5,-2.5,-0.3
N#Cc1ccc(NC(=O)CN2C(=O)NC3(CCCC3)C2=O)cc1,6,3,2,5,-2,-2,5,4,2.2,0.3
COc1cc(-c2nc(CN3CCN(c4ncccn4)CC3)c(C)o2)ccc1F,-6,-4,-6,4,-10,-1,1,-4,0.5,0.7
CCCCC(=O)N/C(N)=N/c1nc2ccccc2o1,2,11,-2,0,18,6,-1,0,2.6,1.0
CCc1c(C(=O)N/N=C/c2ccc(C)o2)csc1C,1,-4,0,-3,2,-2,0,-1,-2.1,0.3
Cc1onc(-c2c(F)cccc2Cl)c1-c1nnc(-c2ccc(C(F)(F)F)cc2)o1,-7,4,-2,-5,-11,13,-7,1,1.2,-0.1
CCN(CC)CCCN1C=C2C(=O)C(C)(OC(=O)C3CCCC3)C(=O)C(c3ccccc3)=C2C=C1CCCC(=O)OC (stereo not drawn),4,-7,6,-10,-3,9,0,0,0.3,0.7
COc1ccccc1NS(=O)(=O)c1cccc(C(=O)NCC(C)(C)N2CCOCC2)c1,6,8,-8,-11,2,1,2,4,-0.1,-0.2
CCN(CCCNC(=O)CN(C)S(=O)(=O)c1cccc2nsnc12)c1ccccc1,-15,-9,-2,-1,3,-7,-3,-3,-3.6,0.0
CC(CCc1ccccc1)NC(=O)C1CCN(c2nnc(-n3cccc3)s2)CC1 (stereo not drawn),0,2,7,-8,-2,-19,7,5,1.3,0.9

# Marked active in HGIII-sPLA2 inh, among the entries above:
molecule	ASAP1 inh	HGIII-sPLA2 inh	ADAM10 inh	NPR1 activator	ARFGAP1 inh	DDE Tn6 FP inh	GC-B act	proKLK7 act
O=c1c(-c2ccco2)nc2ccccc2n1C(c1ccccn1)c1nc2ccccc2[nH]1 (stereo not drawn)	-4	23*	-103	-5	-2	-9	-1	11

# Limited to rCAG RNA binder, DDE Tn6 FP inh and proKLK7 act, for some of the entries so far:
SMILES | rCAG RNA binder | DDE Tn6 FP inh | proKLK7 act
CCCCC(=O)N/C(N)=N/c1nc2ccccc2o1 | -2 | -1 | 1.0
O=S(=O)(NCC(c1ccco1)N1CCN(c2ccccc2)CC1)c1ccc(F)cc1 (stereo not drawn) | -3 | -5 | -0.6

# Next section:
SMILES,ASAP1 inh,HGIII-sPLA2 inh,rCAG RNA binder,ADAM10 inh,NPR1 activator,ARFGAP1 inh,DDE Tn6 FP inh,GC-B act,GAA850 FXN act,proKLK7 act
COC1(C2=NCCN2)COc2ccccc2O1 (stereo not drawn),2,4,4,0,1,-2,-1,4,-0.9,0.3
C=CC[C@]12C=C(OC)C(=O)C(OC)=C1O[C@@H](c1ccc3c(c1)OCO3)[C@H]2C,3,-1,-2,-5,-2,1,4,-1,0.1,-0.4
Cc1ccc(NC(=O)COC(=O)CCC2CCCC2)c(Br)c1,-7,13,0,-10,2,0,-5,1,0.9,-0.3
CCOc1ccc(S(=O)(=O)Nc2ccc(C(=O)NCC3CCCO3)cc2)cc1 (stereo not drawn),-1,-5,-3,-1,0,2,0,8,0.9,0.1
COC(=O)c1ccc(NC(=S)NCCCn2ccnc2)cc1,17,3,-5,0,-2,11,-7,3,1.2,0.0
CC1CCN(CCCOc2ccc(OCc3ccccc3)cc2)CC1,1,-9,-5,-5,3,-9,-2,-2,2.2,-0.2
Nc1cc(Cl)nc(N/N=C/c2c(O)ccc3ccccc23)n1,5,-3,29,-11,12,2,-14,18,4.4,-5.4
Cc1nnc(SCC(=O)NCCC2=CCCCC2)[nH]c1=O,16,3,5,-3,-2,-8,0,3,0.2,0.5
Cc1cccc(Nc2nc(C)cc(C)c2C#N)c1,9,7,8,7,-2,1,-4,0,0.8,0.0
CC(C)C(C)(C#N)NC(=O)CSc1nc2scc(-c3ccc(F)cc3)c2c(=O)n1Cc1ccccc1 (stereo not drawn),14,-11,11,8,0,0,3,4,0.4,-2.3
Cc1cc2nc(-c3ccccc3)c(CC(C)(C)C)n2c(C)c1Br,0,7,-1,-10,-3,11,6,-3,.,0.8
CCc1ccc(-c2nc(CS(=O)CC(=O)NCc3ccco3)c(C)o2)cc1 (stereo not drawn),-3,-12,6,-10,2,-15,3,5,-11,0.5
Cc1ccc(CNc2nc(C)cs2)cc1,-4,-3,-1,-5,4,3,0,-1,2.6,0.7
Cc1ccc(O)c(Cn2nnc3ccccc32)c1,-8,-3,5,-15,-6,5,-8,-4,0.9,0.5
Cc1ccc(-c2cc(C(=O)NN=Cc3c(O)ccc4ccccc34)[nH]n2)cc1C,.,26*,-74,-3,-1,.,4,-1,.,-69
Cc1ccc(C(=O)N(CCN(C)C)CC2CCCN(Cc3ccccc3F)C2)cc1C (stereo not drawn),2,-14,-12,-2,-9,4,6,-3,2.2,-0.3
Cc1cc(C)cc(NC(=O)CCNS(=O)(=O)c2ccc3c(c2)oc(=O)n3C)c1,-4,2,7,-8,-4,-4,8,2,-1.8,0.3
O=C(CSc1nnc2ccccn12)NC(=O)NC1CCCCC1,2,11,-2,4,1,22,2,0,0.3,0.0
O=C(NC(=S)NCc1ccccc1)c1cccnc1,12,5,1,9,2,-2,4,-2,2.2,-0.3
Cc1ccccc1CSCc1ccc(C(=O)NCCCN2CCOCC2)o1,4,5,-6,-3,1,12,-1,4,0.5,-0.4
O=C(O)c1ccc2c(=O)n(-c3ccccc3)c(=S)[nH]c2c1,-3,2,0,-32,0,1,6,8,2.4,0.0
CC(=O)Nc1ccc(OCC(=O)N(CC(C)C)C2CCS(=O)(=O)C2)cc1 (stereo not drawn),6,3,-2,-4,0,6,10,0,0.8,-0.1
Cc1c(CC(=O)NCCCCCC(=O)O)c(=O)oc2c(C)c3oc4c(c3cc12)CCCC4,3,2,19,i,7,-7,-3,5,0.3,-14
COc1ccc(N(CC(=O)NCCSc2ccccn2)S(=O)(=O)c2ccc(C)cc2)cc1OC,-1,0,1,0,-2,15,0,-1,2.1,-0.4
Cc1ccccc1-c1cc(C(=O)NCc2cccs2)nn1CC1CC(c2cccc([N+](=O)[O-])c2)=NO1 (stereo not drawn),-2,-3,7,14,-4,-4,-6,-1,1.1,0.9
# (cont.)
SMILES,ASAP1 inh,HGIII-sPLA2 inh,rCAG RNA binder,ADAM10 inh,NPR1 activator,ARFGAP1 inh,DDE Tn6 FP inh,GC-B act,GAA850 FXN act,proKLK7 act
COc1ccc(CCN(C)C(=O)c2ccc(S(=O)(=O)Nc3ccccc3C)cc2)cc1OC,1,-5,-3,7,-2,0,-1,-2,.,0.2
O=C(NC1CCCC1)C(=O)N(Cc1cccnc1)C(C(=O)NCC1CCCO1)c1ccco1 (stereo not drawn),-12,0,1,-2,0,3,4,4,0.0,-0.1
COc1ccc(C2CC(c3cccs3)=NN2S(=O)(=O)c2ccc(C)cc2)cc1 (stereo not drawn),-4,3,0,6,0,7,6,-3,2.4,0.6
O=S(=O)(c1ccccc1)C1(S(=O)(=O)c2ccccc2)CCCC1,-8,3,-2,-1,4,-10,5,0,1.7,-0.4
COc1ccccc1Oc1ccccc1C(=O)O,4,2,0,3,5,-2,2,-5,0.6,-0.8
COc1ccccc1CNc1nc(NC(C)C)nc2ccsc12,0,-19,0,-7,4,2,6,-1,-1.8,0.5
COc1ccc(C2=NN(C(=O)CSc3nc4ncc(Cl)cc4[nH]3)C(c3ccco3)C2)cc1 (stereo not drawn),4,-25,13,-5,0,4,-1,-2,-1.0,-0.2
O=C(NCCF)C1Nc2ccc(OC(F)(F)F)cc2C2C=CCC12 (stereo not drawn),-2,-7,29,-6,-2,-3,0,7,1.7,-0.8
COC(=O)c1ccc(COc2ccc3c4c(c(=O)oc3c2)CCC4)o1,-8,6,4,-51,5,8,10,-3,1.1,-1.4
O=[N+]([O-])c1ccc(N2CCN(c3ccc(Cl)nn3)CC2)cc1NC1CC1,1,5,2,5,-45,-5,-11,-23,-0.9,-0.4
CCC(=O)N(Cc1ccc(C)cc1)Cc1cc2cc3c(cc2[nH]c1=O)OCO3,-2,-1,-4,-70,-1,-5,5,-11,-1.4,0.7
CCN(CC)Cc1c(O)ccc2c(=O)c(-c3ccc(Cl)cc3)coc12,2,5,-2,i,3,1,8,3,1.4,29*
CCC/C(O)=C1\C(=O)CC(c2ccccc2)CC1=NC(C)C(=O)O (stereo not drawn),3,13,-2,-5,1,16,-4,-3,-1.4,-0.1
COc1ccc(C(=O)O/N=C(\C)c2cnccn2)cc1,-4,2,-3,-2,2,-7,0,2,0.7,-0.1
CCOc1ncccc1C(=O)NC(C)CCc1ccccc1 (stereo not drawn),-6,1,-6,2,-2,19,-4,-5,2.1,-0.4

# The order is random (roughly 4.5% active in at least one column).
